Myeloid diff MLP = induction of myeloid progenitor differentiation, primary screen, cell-based, flow cytometry, MLPCN library | ER-HoxA9 myeloid progenitors, lysozyme-GFP differentiation | 360,000 compounds, 1% hits | calls only at 10 µM;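 active = normalized GFP-positive differentiation at or above the plate's own cutoff, the solvent-only control mean plus 3 SD; inconclusive = no clear call, values can overlap the other calls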;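 note: cells exposed to compound for four days before flow analysis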
Myeloid diff MLP GFP+ MAC1+ % = recorded beside Myeloid diff MLP, whose call it bears; GFP+ MAC1+ double positive, %; measured here: differentiation confirmed by MAC1 staining
* = called active by the depositor; i = inactive; ? = inconclusive; / = not tested or not shown.

Each structure is followed by: Myeloid diff MLP, Myeloid diff MLP GFP+ MAC1+ %
CCCCCCCCN1[C@@H](CC(=O)O)c2ccc(C(F)(F)F)cc2S1(=O)=O
 : i, 1.7
CN1OC[C@@H]2CN(S(=O)(=O)c3cccc(C(F)(F)F)c3)[C@H](c3ccc(-c4cc5ccccc5o4)cc3)C[C@@H]21
 : i, 0.4
O=C(CC1SC(N2CCOCC2)=NC1=O)Nc1ccccc1Cl (stereo not given)
 : i, 1.1
CCCc1ccc(C(O)c2ncc(-c3ccc(OC)cc3)[nH]2)cc1 (stereo not given)
 : i, 1.5
CSCCC(NC(=O)c1ccccc1Br)C(=O)N1CCN(C/C=C/c2ccccc2)CC1 (stereo not given)
 : i, 1.3
Oc1ccc(C[C@H]2CNCCN2CCc2cccc(F)c2)cc1
 : i, 1.2
COc1ccc(N2CCN(C(=O)c3ccc(-c4nc5ccccc5s4)o3)CC2)cc1
 : i, 0.5
O=C(NCC(=O)N1CCN(Cc2ccccc2)CC1)c1ccccc1Cl
 : i, 0.5
O=C(CNC(=O)c1ccc(Br)o1)NNC(=O)c1ccc(Cl)cc1
 : i, 1.0
Cc1ccc(S(=O)(=O)N2CCOCC2)cc1NC(=O)c1ccc(F)cc1F
 : i, 1.3
Cc1ccc(NC(=O)c2ncn(CCCNCC3CCCCC3)n2)cc1C
 : i, 0.2
CC1CCCC(NC(=O)COC(=O)c2cccnc2Cl)C1C (stereo not given)
 : i, 1.2
O=C1c2ccccc2S(=O)(=O)c2cc(C(=O)N3CCN(c4c(Cl)cncc4Cl)CC3)ccc21
 : i, 1.5
O=C(CCNC(=O)c1ccc(Cl)cc1)NCc1ccccc1Cl
 : i, 0.6
O=C1/C(=C\c2ccccc2)CCC/C1=C/c1ccccc1
 : i, 1.2

Compound profiles, as listed above. Order of values: Myeloid diff MLP	Myeloid diff MLP GFP+ MAC1+ %
O=C(CNC(=O)c1ccc(Br)o1)NNC(=O)c1ccc(Cl)cc1 is listed as i	1.0
CN1OC[C@@H]2CN(S(=O)(=O)c3cccc(C(F)(F)F)c3)[C@H](c3ccc(-c4cc5ccccc5o4)cc3)C[C@@H]21 is listed as i	0.4
CSCCC(NC(=O)c1ccccc1Br)C(=O)N1CCN(C/C=C/c2ccccc2)CC1 (stereo not given) is listed as i	1.3
Oc1ccc(C[C@H]2CNCCN2CCc2cccc(F)c2)cc1 is listed as i	1.2
CCCc1ccc(C(O)c2ncc(-c3ccc(OC)cc3)[nH]2)cc1 (stereo not given) is listed as i	1.5

The list continues.
Each structure is followed by: Myeloid diff MLP, Myeloid diff MLP GFP+ MAC1+ %
Cc1nc2ccccn2c(=O)c1NC(=O)COc1ccccc1
 : i, 0.9
O=C(Nc1cccc(S(=O)(=O)NCc2ccco2)c1)c1ccc(Cl)cc1
 : i, 1.3
O=C(NN=Cc1cc(=O)[nH]c(=O)[nH]1)c1ccncc1
 : i, 0.9
COc1ccc(S(=O)(=O)N2CCOCC2)cc1NC(=O)c1cccs1
 : i, 0.5
CCOC(=O)[C@]12CCCC=C1N(CCC1=CCCCC1)C(=O)[C@H](CC(=O)NCCCCc1ccccc1)C2
 : i, 2.2
COc1ccc(OC)c(NC(=O)CN2c3cccc4cccc(c34)S2(=O)=O)c1
 : i, 1.4
CC(C)C[C@H]1CN(CCCC[C@H]2CNC(=O)C(=O)N2CCc2ccc(O)cc2)C(=O)C(=O)N1CCc1ccc(O)cc1
 : i, 0.3
CCCCCNC(=O)C(c1ccc(OC)cc1)n1c(=O)c(-c2cc3ccccc3[nH]2)nc2ccccc21 (stereo not given)
 : i, 2.0
COC(=O)C[C@H]1c2ccccc2S(=O)(=O)N1C(C)C
 : i, 2.1
CC(C)=CCc1c(O)cc(O)c2c1OC(c1ccc(O)cc1)CC2=O (stereo not given)
 : i, 0.7
CC[C@@H](C)[C@@H]1CN([C@@H](CN2CCC[C@H]2CN2C(N)=NC[C@H]2C(C)C)C(C)C)C(=N)N1CCCC1CCCC1
 : i, 2.8
O[C@H]1CN(CC2CCCCC2)[C@@H](c2ccc(Cl)cc2)C[C@@H]1n1cc(-c2ccc(F)cc2)nn1
 : i, 1.2
Fc1ccc(-c2nc3ccc(Br)cn3c2Cc2ccsc2)cc1
 : i, 0.2
CC1(C(=O)NC2CCN(Cc3ccccc3)CC2)CCN1Cc1ccc(OC(F)(F)F)cc1 (stereo not given)
 : i, 1.5
O=C(CN1C(=O)NC2(CCc3ccccc32)C1=O)NC1CCCCC1 (stereo not given)
 : i, 0.4
COCCn1c(C)cc(/C=C(\C#N)C(=O)OCC(=O)Nc2ccc(S(N)(=O)=O)cc2)c1C
 : i, 1.5
O=P(O)(C(O)c1ccccc1)C(O)c1ccccc1 (stereo not given)
 : i, 2.0
c1ccc(COc2ncnc3c2ncn3CCCNCc2ccccn2)cc1
 : i, 0.5
Cc1csc(=O)n1CC(=O)OCC(=O)Nc1ccc(C(N)=O)cc1
 : i, 0.1
Cc1ccc(-c2nc3c(C)cc(Br)cn3c2Cc2cccc(F)c2)cc1
 : i, 1.0
Cc1cc(C(=O)Cn2cc([N+](=O)[O-])ccc2=O)c(C)n1CC1CCCO1 (stereo not given)
 : i, 0.9
COc1ccc(CNC(=O)C2(C)Cc3c(-c4ccc(N(C)C)cc4)ccnc3O2)cc1OC (stereo not given)
 : i, 0.4
Cc1cc(C)n(-c2ccc(C(=O)OCC(=O)N3CCN(c4ccccc4)CC3)cc2)n1
 : i, 1.3
CCOC(=O)[C@H]1[C@H]2COc3cc(OC)ccc3[C@@H]2N2C(=O)CN(CC3CCCO3)C(=O)[C@@]12C (stereo not given in full)
 : i, 0.5
Nc1nnc(SCC(=O)Nc2cc(S(=O)(=O)N3CCOCC3)ccc2N2CCCC2)s1
 : i, 1.1
Cc1cccc(NC2CNC(=O)NC2=O)c1 (stereo not given)
 : i, 1.0
CN(C)c1ccc(N=Nc2ccc3ncccc3c2)cc1
 : i, 0.9
CC(=O)N1CCN(C(=O)COC(=O)/C=C/c2ccc(C(F)(F)F)cc2)CC1
 : i, 1.2
Nc1nnc(-c2ccc([N+](=O)[O-])o2)s1
 : i, 5.5
COc1ccc(NC(=O)CN(C)C(=O)c2cc(CN3C(=O)c4ccccc4C3=O)ccc2OC)cc1
 : i, 1.2
Cc1ccc(NCCN(C)C)c2c(=O)c3cc(O)ccc3sc12
 : ?, /
COc1ccc(C(C)=O)cc1CC1(C)C(=O)Nc2ccc(OC(F)(F)F)cc21 (stereo not given)
 : i, 1.0
CCN1C(=O)[C@H]2[C@@H](c3ccc(-c4ccc(F)cc4)c(OC)c3)N3CCCC[C@@]3(C(=O)OC)[C@H]2C1=O
 : i, 1.5
COCCNC(=O)c1cc2c(c(-c3cccc(-c4cc5ccccc5o4)c3)n1)[C@@H](CCO)N(S(=O)C(C)(C)C)C2 (stereo not given in full)
 : i, 2.5
CCOC(=O)c1c(NC(=O)C2CCCN2S(=O)(=O)c2cccc3nsnc23)sc(C)c1C (stereo not given)
 : i, 1.5
CCCCc1c(-c2ccccc2OC)ncn1CCc1ccccc1Cl
 : i, 1.5
O=C(Cc1cccc(NC(=O)C2CCCN(C(=O)C3CC3)C2)c1)Nc1ccc(C(=O)N2CCCCC2)cc1 (stereo not given)
 : i, 0.3
CCOCCCn1c(SCC(=O)Nc2ccc3[nH]c(=O)[nH]c3c2)nc2ccccc2c1=O
 : i, 0.7
CCc1ccc(-c2ccc(SCC(=O)NC3CCCC3)nn2)cc1
 : i, 0.9
CC(C)(C)S(=O)(=O)N1Cc2ccc(CO)cc2[C@H]1CCO
 : i, 0.0
CCCN(CC(=O)Nc1cc(Cl)ccc1Cl)C(=O)c1ccc2n[nH]nc2c1
 : i, 1.3
COc1ccc(S(=O)(=O)N2CCC(C(=O)Oc3ccc(C)cc3)CC2)cc1OC
 : i, 0.3
Cc1cc(O)c(C(C)C)cc1N=Cc1ccc([N+](=O)[O-])cc1
 : i, 1.2
CC1Sc2ccc(C(=O)Nc3cc(S(C)(=O)=O)ccc3Cl)cc2NC1=O (stereo not given)
 : i, 0.9
Brc1ccc(-c2noc3c2-c2nc(-c4ccccc4)sc2CC3)cc1
 : i, 0.7
CCCS(=O)(=O)NC(=O)C1(C)CCN(C(=O)COCc2ccccc2)C1 (stereo not given)
 : i, 1.1
COc1ncnc2c1ncn2CCCNCC(c1ccccc1)c1ccccc1
 : i, 2.8
CC1CC(C)CN(C(=O)CSc2nnc3ccccn23)C1 (stereo not given)
 : i, 0.5
COc1ncc(-c2cccc3nccn23)c(OC)n1
 : i, 0.5
COC(=O)[C@]1(Cc2ccccc2)N[C@H](CN(C)S(=O)(=O)c2ccc(-c3ccccc3)cc2)[C@@H]2C(=O)N(C)C(=O)[C@@H]21
 : i, 2.5
O=C(NCCc1ccco1)C(=O)NCCC1CCCCN1S(=O)(=O)c1ccccc1 (stereo not given)
 : i, 0.9
COc1ccccc1-c1nnc(SCC(=O)NNC(=O)c2ccccc2F)n1C
 : i, 0.8
Cn1c(=S)c2[nH]c(SCC3CCCO3)nc2n(C)c1=O (stereo not given)
 : i, 0.4
CC(C)C[C@H]1CNC(=S)N1C[C@H]1CCCN1C[C@H](Cc1ccc(O)cc1)N1C[C@H](CC(C)C)N(CC2CCCCCC2)C1=S
 : i, 2.3
NS(=O)(=O)c1ccc(CCNc2ccn3nc(-c4ccccc4)cc3n2)cc1
 : i, 0.6
C[C@H](O)[C@@H]1C(=O)N2CCc3c([nH]c4ccccc34)[C@@H]2C[C@@H]1N(C)C(=O)Nc1ccccc1
 : i, 0.3
COc1ccccc1NC(=O)COC(=O)C12CC3CC(CC(Br)(C3)C1)C2
 : i, 0.4
Cc1ccc(CN(C(=O)N2CCN(C)CC2)S(=O)(=O)c2ccc(C)cc2)cc1
 : i, 0.8
COc1ccc2oc(C(=O)OCC(=O)NCC3CCCO3)c(C)c2c1 (stereo not given)
 : i, 0.3
O=C(CCCc1ccccn1)c1ccc(-c2ccccc2)cc1
 : i, 2.0

Next part:
Each structure is followed by: Myeloid diff MLP, Myeloid diff MLP GFP+ MAC1+ %
Cc1ccc(CC(=O)CCc2ccccc2)cc1
 : i, 0.3
COc1cccc(-c2c(-c3cc(OC)cc(OC)c3)n(C)c3ccc(-c4cnc(OC)nc4)cc23)c1
 : i, 1.2
O=C(COC(=O)CCN1C(=O)C2CC=CCC2C1=O)Nc1ccc(Cl)cc1F (stereo not given)
 : i, 0.9
O=C(Nc1c(Cl)cccc1Cl)Oc1cccc2cccnc12
 : ?, /
COc1cccc(-c2sc3ccc(OC)cc3c2-c2ccc(OC)cc2F)c1
 : i, 0.7
CCOc1ccc(S(=O)(=O)Nc2ccc(C(=O)NCC3(N4CCCCC4)CCCCC3)cc2)cc1
 : i, 0.9
CCC1(CC)SC(N)=NC1=O
 : i, 0.6
CN(c1ccc(F)cc1)S(=O)(=O)c1ccc(Cl)c(C(=O)NC2(C)CCS(=O)(=O)C2)c1 (stereo not given)
 : i, 0.3
CCOc1cc(/C=N/NC(=O)c2c(C)nc3ccc(Cl)cn23)ccc1O
 : i, 0.4
O=c1[nH][nH]c2c1[C@@H](c1ccc(F)cc1)O[C@H](CCc1ccccc1)C2
 : i, 1.0
Cc1nc(NC(=O)COC(=O)C2CC2C)c(Cl)cc1Cl (stereo not given)
 : i, 0.8
Nc1ccccc1O
 : i, 3.0
CCOC(=O)C[C@@H]1OC2CCCCC2N1S(=O)(=O)c1ccc(C)cc1 (stereo not given in full)
 : i, 1.9
CCCCn1c(N)c(N(CCOC)C(=O)C2CC(=O)N(c3ccc(CC)cc3)C2)c(=O)[nH]c1=O (stereo not given)
 : i, 0.6
OC[C@@H]1CN(Cc2ccncc2)C[C@H](n2cnc3c(NC4CCCC4)ncnc32)O1
 : i, 0.5

3 structures already listed, sorted by SMILES length, lowest first:
Each structure is followed by: Myeloid diff MLP, Myeloid diff MLP GFP+ MAC1+ %
O=c1[nH][nH]c2c1[C@@H](c1ccc(F)cc1)O[C@H](CCc1ccccc1)C2
 : i, 1.0
CN(c1ccc(F)cc1)S(=O)(=O)c1ccc(Cl)c(C(=O)NC2(C)CCS(=O)(=O)C2)c1 (stereo not given)
 : i, 0.3
COc1cccc(-c2c(-c3cc(OC)cc(OC)c3)n(C)c3ccc(-c4cnc(OC)nc4)cc23)c1
 : i, 1.2

Later entries.
Each structure is followed by: Myeloid diff MLP, Myeloid diff MLP GFP+ MAC1+ %
Cc1cccc(N2CCN(S(=O)(=O)c3ccc(Cl)nc3)CC2C)c1 (stereo not given)
 : i, 1.1
Clc1ccc(CNc2ncnc3[nH]ncc23)cc1Cl
 : i, 2.7
C[C@H](NC(=O)c1nc[nH]c1C(=O)N[C@@H](C)c1ccccc1)c1ccccc1
 : i, 2.8
COC1=C(Br)C(=O)c2nc(C)ccc2C1=O
 : i, 1.8
CCCCn1c(N)c(N(CCOC)C(=O)c2cccc(N3C(=O)c4ccccc4C3=O)c2)c(=O)[nH]c1=O
 : i, 0.5
COc1ccc(/C=C\C(=O)O[C@@H]2C(O)C(O[C@@H]3OC(C)[C@H](O[C@@H]4OCC(O[C@H]5O[C@H](CO)[C@@H](O)C(O)C5O)C(O)C4O)C(O)C3O)[C@H](OC(=O)[C@]34CCC(C)(C)C[C@@H]3C3=CCC5[C@@]6(C)CC(O)C(O[C@@H]7OC(CO)C(O)[C@H](O)[C@H]7O)[C@@](C)(C(=O)O)C6CC[C@@]5(C)[C@]3(CO)CC4)O[C@H]2C)cc1 (stereo not given in full)
 : i, 0.6
Cc1noc(C)c1NC(=O)Nc1ccc2c(c1)C(=O)N([C@H](C)CO)C[C@H](C)[C@@H](CN(C)C(=O)NC1CCCCC1)O2
 : i, 0.6
CCOC(=O)c1nn(-c2ccccc2)c(=O)cc1OCC(=O)Nc1cc(C)ccc1C
 : i, 0.6
O=C(NCCOc1ccc(Cl)cc1)c1ccc2c(c1)OCCO2
 : i, 0.8
NC(=O)NC(CC(=O)NNC(=O)c1cccs1)c1ccc(Cl)cc1 (stereo not given)
 : i, 1.2
CN(C)S(=O)(=O)c1cccc(NC(=O)COc2ccccc2C(=O)NCc2ccccc2)c1
 : i, 1.3
CCOC(=O)[C@H]1[C@H]2COc3ccccc3[C@@H]2N2C(=O)c3cc(OC)c(OC)cc3NC(=O)[C@@]12C
 : i, 1.2
CN1CCN(CC(=O)NC(=O)NC2CCCCC2)CC1
 : i, 0.5

These rows are one share of the data. The share of hits here may be higher or lower than overall.
